Screening data deposited in PubChem by National Center for Advancing Translational Sciences (NCATS).
RXFP1 ag – qHTS Assay for Agonists of the Relaxin Receptor RXFP1; Relaxin receptor 1 (Homo sapiens), Q9HBX9; HEK293T-RXFP1 cAMP TR-FRET, 30 min; response scale: percent of porcine relaxin response, buffer zero; Potency, µM (highest dose often 57.5 µM), inactives show at the highest dose activation, usual class: activators; 0.3% of 370,000 active; AID 2676, 2010; active = well fitted activation curve with a large enough effect; note: potency is the fitted concentration of half-maximal effect; % is set by controls: 0 for no effect and ±100 for the full control effect; nearly all actives have a fitted effect of over 60% in size; many of its hits are not listed in these tables
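cAMP rise read by TR-FRET after 30 min, 37C compound exposure (up to 58 uM) in RXFP1-transfected HEK293 cells with Ro 20174 present. EC50 from Hill-equation fits, with 29 nM porcine relaxin as 100% and buffer as basal.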
D2 agonist – HTS Assay for Allosteric Agonists of the Human D2 Dopamine Receptor: Primary Screen for Agonists | HEK293 T-REx D2 cells, calcium flux agonist mode | activation, % at 2 µM | 0.53% of 340,000 active;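 active = activation over 3 SD above normal in the single-dose calcium agonist read, cut at about 30% in these data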; note: 0% is about no effect
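In this primary screen, compounds producing a positive calcium signal within 180 s of addition to tetracycline-induced, force-coupled HEK293 Trex D2 cells are flagged; cells are dye-loaded with a no-wash calcium kit beforehand.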
D1 antagonist – Antagonist of Human D 1 Dopamine Receptor: qHTS. D(1A) dopamine receptor (Homo sapiens), P21728. 3.2% of 360,000 active. activity change, negative = inhibition, % at 10 µM. HEK293 TREx D1 cells, calcium flux, dopamine EC80; hits give low values; in the data active = activity change below about -30%; note: % is set by controls: 0 for no effect and ±100 for the full control effect
Target sequence (P21728 whole entry, looked up): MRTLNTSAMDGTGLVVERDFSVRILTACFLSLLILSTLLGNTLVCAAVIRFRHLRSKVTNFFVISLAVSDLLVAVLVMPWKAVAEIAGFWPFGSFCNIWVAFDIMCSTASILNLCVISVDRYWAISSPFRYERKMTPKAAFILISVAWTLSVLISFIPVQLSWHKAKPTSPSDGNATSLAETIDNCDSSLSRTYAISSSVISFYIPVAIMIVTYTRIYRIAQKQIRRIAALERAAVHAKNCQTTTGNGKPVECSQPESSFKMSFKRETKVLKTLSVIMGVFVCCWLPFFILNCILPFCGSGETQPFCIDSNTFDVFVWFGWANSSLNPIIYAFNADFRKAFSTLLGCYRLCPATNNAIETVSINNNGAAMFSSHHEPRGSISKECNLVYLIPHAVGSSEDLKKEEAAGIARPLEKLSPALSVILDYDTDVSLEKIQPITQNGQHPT
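HEK293 T-REx cells expressing inducible, force-coupled D1 receptor; no-wash Ca dye, 30–90 min RT. Cmpd → 180 s read at 1 Hz → EC80 DA → 180 s read.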
D2 potentiator – HTS Assay for Positive Allosteric Modulators of the Human D2 Dopamine Receptor: Primary Screen for Potentiators | HEK293 T-REx D2, calcium flux, EC20 dopamine potentiation | 0.34% of 340,000 active | D(2) dopamine receptor (Homo sapiens), P14416 | potentiation, % at 10 µM;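 active = potentiation over 3 SD above the plate norm, cut at about 30% in these data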; note: 0% is about no effect
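Tetracycline-induced HEK293 T-REx cells force-coupled to calcium signalling expressed D2; compounds were pin-added after a 10 s baseline, read kinetically 180 s, then an EC20 dopamine challenge followed with a further 180 s calcium read.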
D1 agonist – Allosteric Agonists of the Human D1 Dopamine Receptor: qHTS | HEK293 T-REx D1 cells, calcium flux, agonist mode | activation, % at 2 µM | 1% of 360,000 active; in the data active = activation above about 30%; note: 0% is about no effect
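Tetracycline-induced HEK293 TREx D1 cells, force-coupled to calcium signalling, were dye-loaded with a no-wash calcium kit. Compound was pin-added after a 10 s baseline. Fluorescence was read kinetically at 1 cycle/s for 180 s, with calcium rises flagged as agonism.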
D1 potentiator – Potentiators of Human D1 Dopamine Receptor: qHTS; D(1A) dopamine receptor (Homo sapiens), P21728; HEK293 TREx D1 cells, calcium flux, dopamine EC20 potentiation; potentiation, % at 10 µM; 0.036% of 360,000 active; AID 504651, 2011; in the data active = potentiation above about 30%; note: 0% is about no effect
RXFP1 antag – qHTS Assay for Antagonists of the Relaxin Receptor RXFP1; activity change, negative = inhibition, % at 57.5 µM; AID 1259400, 2018; HEK293-RXFP1, relaxin-stimulated cAMP HTRF, 30 min; hits give low values; Relaxin receptor 1 (Homo sapiens), Q9HBX9; 0.59% of 350,000 active;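 active = activity change of -60% or lower, but not beyond a set lower limit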; note: % is set by controls: 0 for no effect and ±100 for the full control effect
D2 antag – HTS Assay for Allosteric Antagonists of the Human D2 Dopamine Receptor: Primary Screen for Antagonists; AID 485344, 2010; D(2) dopamine receptor (Homo sapiens), P14416; 2% of 340,000 active; HEK293 TREx D2 cells, calcium flux, dopamine EC80; inhibition, % at 10 µM; in the data active = inhibition above about 30%; note: 0% is about no effect
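Tetracycline-induced HEK293 T-REx cells expressing D2 force-coupled to calcium signalling were dye-loaded, exposed to compound for 180 s, then challenged with an EC80 of dopamine; calcium flux was followed kinetically for a further 180 s.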
TRHR PAM – qHTS for Small Molecule Agonists and Allosteric Enhancers of Human TRH Receptor: Primary Screen for Enhancers; AID 493056, 2011; TRHR cells, fluo-8 calcium fluorescence, EC20 TRH enhancement; enhancement, % at 2 µM; Thyrotropin-releasing hormone receptor (Homo sapiens), P34981; 0.66% of 360,000 active; in the data active = enhancement above about 30%; note: 0% is about no effect
Target sequence (P34981 whole entry, looked up): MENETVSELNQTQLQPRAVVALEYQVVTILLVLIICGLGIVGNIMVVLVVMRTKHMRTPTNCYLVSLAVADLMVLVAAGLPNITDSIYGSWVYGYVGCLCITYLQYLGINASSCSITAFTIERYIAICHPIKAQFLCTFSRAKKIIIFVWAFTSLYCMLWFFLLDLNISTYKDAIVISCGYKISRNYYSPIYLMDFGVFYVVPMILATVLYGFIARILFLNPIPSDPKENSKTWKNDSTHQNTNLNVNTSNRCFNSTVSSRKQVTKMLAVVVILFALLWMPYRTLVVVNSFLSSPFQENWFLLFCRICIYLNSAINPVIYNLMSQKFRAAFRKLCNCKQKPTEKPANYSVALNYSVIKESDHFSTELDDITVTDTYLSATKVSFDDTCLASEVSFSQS
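TRHR-expressing cells loaded with fluo-8 calcium dye were read kinetically (ex 480/em 530) during compound addition, then stimulated with an EC20 of TRH (10 nM final). Enhancement of the Gq-mediated intracellular calcium response was scored.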
* marks the source's active call; other numbers are inactive results; x = no result given; & = joins results of further samples. Not all compounds are listed. The share of hits here may be higher or lower than overall.

SMILES | RXFP1 ag | D2 agonist | D1 antagonist | D2 potentiator | D1 agonist | D1 potentiator | RXFP1 antag | D2 antag | TRHR PAM
Cc1noc(C)c1COC(=O)c1ccc(F)c(S(=O)(=O)N2CCCCC2)c1 | -2.1% | 0.2 | 4.3 | -21.1 | -0.1 | -2.7 | 7.5 | -15.6 | -2.2
CCOc1ccc2c(c1)C(C)=CC(C)(C)N2 | 1.7% | -0.7 | x | 12.5 | -2.4 | 0.7 | x | 7.6 | -3.2
O=C(CSc1nnnn1-c1cccc2c1CCCC2)NC1CCCC1 | -3.2% | 0.2 | -27.4 | -9.8 | 6.8 | -2.4 | -1.8 | -2.9 | -1.8
COC(=O)c1ccc2c(c1)N(CC(=O)Nc1ccc(OC)c(Cl)c1)C(=O)c1ccccc1S2 | 0.3% | 1.5 | -4.4 | -6.0 | 3.3 | -2.7 | x | x | -0.7
COc1ccccc1Nc1nc(-c2sc(NC(=O)c3ccccc3)nc2C)cs1 | 0.6% | 0.6 | 11.5 | -2.2 | 3.9 | 2.3 | x | 9.2 | -5.1
CCOC(=O)c1c(NC(=O)COc2ccccc2)sc(C(C)=O)c1C | 8.5% | -0.5 | -17.3 | -9.7 | 0.8 | 0.3 | x | x | 9.8
CCNC(=O)NC(=O)C(C)On1nnc2ccc(S(=O)(=O)N(CC)CC)cc21 (stereo not drawn) | 6.3% | 2.1 | -12.7 | 6.2 | -1.0 | -16.8 | 1.9 | 11.5 | 6.7
COc1ccc2cc(C3CC(c4ccco4)=NN3C(=O)CCC(=O)O)c(Cl)nc2c1 (stereo not drawn) | -0.8% | 0.7 | -14.7 | 11.8 | 0.2 | -7.8 | 2.7 | 7.0 | 2.0
COCCN(C(=O)C(F)(F)F)C(C(=O)NC1CCCCC1)c1ccco1 (stereo not drawn) | 1.9% | 0.4 | 0.0 | -0.2 | 2.2 | -5.0 | 3.0 | 1.1 | -1.3
Cc1ccccc1-c1ncnn1-c1sc2c(c1C#N)CCCCC2 | -0.2% | 5.7 | 0.8 | 1.5 | -3.0 | 3.1 | -8.3 | x | -4.2
Cc1ccc(S(=O)(=O)N(C)Cc2nc(-c3ccncc3)no2)cc1 | 0.3% | 2.9 | 0.6 | 12.5 | 5.0 | -5.7 | -6.7 | -10.1 | -0.3
CC1CCCCN1C(=O)CSc1nnc(-c2ccco2)o1 (stereo not drawn) | 1.0% | 0.0 | -12.7 | 4.5 | 0.3 | -5.3 | -14.9 | -14.1 | 0.5
O=C1CC(NS(=O)(=O)c2ccccc2F)CN1c1ccc2c(c1)OCCO2 (stereo not drawn) | 1.6% | 2.1 | -16.4 | -11.9 | 1.9 | 2.3 | -18.5 | 8.2 | 4.6
CCOc1ccc(CCNC(=O)Cn2nc(CC)n3c(cc4ccccc43)c2=O)cc1 | 13.6% | -0.5 | -43.0* | -1.9 | 0.9 | -3.7 | -4.7 | x | 2.7
C=CCN(c1ccc(OC)cc1)S(=O)(=O)c1ccc(Cl)c(C(=O)OCC(=O)NC2CC2)c1 | 0.1% | -0.1 | -7.1 | 0.3 | 6.7 | -5.9 | -14.9 | -2.3 | -6.9
N#CC1=C(N)Oc2cc(N)ccc2C1C1CC=CCC1 (stereo not drawn) | -0.4% | -0.1 | 1.3 | 17.9 | 12.9 | -3.9 | 8.8 | 19.0 | 14.7
COCc1c(Br)c(C)nc2sc3c(=O)[nH]nnc3c12 | -2.0% | -1.9 | 15.6 | 7.5 | 2.5 | -4.5 | -4.5 | 1.3 | -1.2
O=C(CN(Cc1ccccc1C(F)(F)F)C(=O)CNC(=O)c1ccco1)NC1CCCC1 | 0.5% | -0.8 | 16.7 | -3.7 | 0.9 | -7.8 | 3.3 | -23.1 | 2.7
Cc1[nH]c2ccccc2c1/C=C(\C#N)C(=O)NCC1CCCO1 (stereo not drawn) | 2.8% | 0.5 | -20.3 | -4.4 | -0.1 | -7.7 | 1.7 | 5.3 | 1.4
COc1ccc(CN(CC(=O)NC2CCCC2)C(=O)CCC(=O)Nc2cc(C)on2)cc1 | -1.3% | -0.7 | 6.6 | 1.7 | -0.6 | -6.5 | 6.2 | 3.2 | -3.7

Laid out differently: 5 of the compounds above
Structure,RXFP1 ag,D2 agonist,D1 antagonist,D2 potentiator,D1 agonist,D1 potentiator,RXFP1 antag,D2 antag,TRHR PAM
CCOc1ccc2c(c1)C(C)=CC(C)(C)N2,1.7%,-0.7,x,12.5,-2.4,0.7,x,7.6,-3.2
Cc1noc(C)c1COC(=O)c1ccc(F)c(S(=O)(=O)N2CCCCC2)c1,-2.1%,0.2,4.3,-21.1,-0.1,-2.7,7.5,-15.6,-2.2
O=C1CC(NS(=O)(=O)c2ccccc2F)CN1c1ccc2c(c1)OCCO2 (stereo not drawn),1.6%,2.1,-16.4,-11.9,1.9,2.3,-18.5,8.2,4.6
N#CC1=C(N)Oc2cc(N)ccc2C1C1CC=CCC1 (stereo not drawn),-0.4%,-0.1,1.3,17.9,12.9,-3.9,8.8,19.0,14.7
COC(=O)c1ccc2c(c1)N(CC(=O)Nc1ccc(OC)c(Cl)c1)C(=O)c1ccccc1S2,0.3%,1.5,-4.4,-6.0,3.3,-2.7,x,x,-0.7

Further entries
SMILES | RXFP1 ag | D2 agonist | D1 antagonist | D2 potentiator | D1 agonist | D1 potentiator | RXFP1 antag | D2 antag | TRHR PAM
CCC(CC)C(=O)NCCCCc1ccccc1 | -0.4% | -0.6 | -12.2 | -3.1 | 0.5 | -4.8 | -23.1 | -1.4 | 1.0
Cc1cc(OC(=O)c2ccccc2[N+](=O)[O-])c([N+](=O)[O-])c(=O)[nH]1 | -3.0% | -0.1 | -10.9 | -4.2 | 4.7 | -0.5 | x | 15.0 | -3.9
COc1ccc(-n2nc3c(c2NC(=O)C2CC2)CS(=O)C3)cc1 (stereo not drawn) | -0.4% | x | 9.3 | x | 1.6 | 3.9 | 0.0 | x | 6.5
CN1CCC(N(C)C(=O)c2ccc(Cl)c(S(=O)(=O)N3CCOCC3)c2)CC1 | 0.6% | -0.4 | -6.9 | 8.5 | 4.8 | -5.0 | -1.2 | 3.3 | 3.3
NNC(=O)c1cccc(S(=O)(=O)Nc2cccc(C(F)(F)F)c2)c1 | 0.0% | 1.3 | -4.7 | 13.0 | 1.7 | -1.9 | 2.5 | -0.2 | -8.0
O=C(Nc1ccc2nc(SCCOc3ccccc3Cl)sc2c1)c1cccs1 | 1.5% | 2.3 | -28.5 | -7.4 | 7.4 | -2.4 | -0.3 | x | 3.2
CC1=Nc2cc(C(=O)NC(C)C)ccc2Sc2ccc(C)cc21 | -4.0% | 1.0 | 4.0 | 0.9 | 5.7 | 0.1 | -2.5 | x | 0.5
CCc1ccc(NC(=O)CSC2=Nc3ccccc3C3=NC(CC(=O)NCc4ccc5c(c4)OCO5)C(=O)N23)cc1 (stereo not drawn) | 0.0% | -0.1 | -7.2 | -12.1 | 3.6 | -2.5 | -13.3 | x | -1.4
CC(CCc1ccccc1)NC(=O)c1ccco1 (stereo not drawn) | 2.7% | 4.0 | -3.2 | -16.3 | -0.1 | -4.1 | 9.2 | 24.5 | -14.5
CN(C)S(=O)(=O)c1ccc(C(=O)NCC(c2cccs2)N2CCOCC2)cc1 (stereo not drawn) | -0.2% | 0.4 | 2.2 | 0.6 | 0.9 | -2.1 | 8.9 | 10.9 | -5.1
Cc1ccc(NC(=O)CCOc2ccccc2)cc1 | 29.3%&0.6% | -0.2&0.5 | -18.8&6.9 | 2.1&0.4 | 1.2&-1.7 | -3.1&-6.0 | 3.2 | -2.0 | 3.2&28.8
CSc1ccc(NC(=O)N2CC(C)OC(C)C2)cc1 (stereo not drawn) | -3.3% | -0.5 | -6.8 | 2.7 | 0.5 | -1.1 | -23.7 | 9.3 | 3.8
COc1ccc(NC(=O)CSc2ccccn2)cc1 | -0.6% | 0.5 | -0.3 | 8.6 | 1.9 | -0.1 | 10.8 | -4.8 | 8.1
CCC(NS(=O)(=O)c1ccc(C)cc1)C(=O)N1CCOCCOCCOCCOCC1 (stereo not drawn) | 0.0% | -0.8 | 9.0 | 11.7 | 1.7 | 1.6 | -15.3 | -20.5 | 24.4
COc1cccc(C(=O)NCc2nnc(SCC(=O)Nc3nccs3)n2-c2cccc(C)c2)c1 | -3.2% | 1.0 | -11.2 | 3.7 | -2.6 | 6.6 | 6.4 | 3.3 | -1.9
CCNC(=O)Cn1cc(C(F)(F)F)cc(Cl)c1=O | 2.7% | 0.0 | 38.6 | -7.1 | 4.8 | -3.4 | -9.8 | -13.1 | -0.8
COc1ccc(Nc2nc(N)c([N+](=O)[O-])c(N3CCCC3)n2)cc1 | -1.8% | -1.1 | 8.1 | 7.0 | 3.8 | -6.0 | -0.7 | 2.4 | 3.4
COc1ccc(C2C(C(=O)Nc3ccccc3)=C(C)N=C3SCC(=O)N32)cc1 (stereo not drawn) | 1.6% | 0.6 | 22.9 | 20.5 | 0.6 | -4.5 | -9.4 | -15.4 | 1.0
COc1ccc(CNCCC(c2ccc(F)cc2)c2ccc(OC(C)C)cc2)cc1OC (stereo not drawn) | 2.8% | 4.9 | -28.6 | 10.1 | 24.6 | -0.1 | -12.2 | -20.3 | 14.6
Cc1nn(-c2ccccc2)c(Cl)c1/C=N/NC(=O)c1ccn[nH]1 | -0.4% | -0.1 | -0.6 | 24.3 | 0.3 | -2.5 | -20.1 | 2.8 | 4.3
COc1cccc(NC(=O)CNC(=O)c2ccc(C)cc2)c1 | 0.0% | -0.8 | -3.4 | 6.6 | 0.6 | -12.3 | 1.9 | 3.0 | 3.8
CCCCn1c(N)c(Sc2ccccc2[N+](=O)[O-])c(=O)[nH]c1=O | -0.5% | -2.2 | 31.1 | 11.1 | -3.5 | -0.6 | -8.0 | -5.8 | 6.9
COC(=O)c1ccc(C(=O)OC)c(NC(=O)CN2CCN(c3ccccc3)CC2)c1 | -0.3% | 0.0 | -9.9 | 7.4 | 0.8 | -4.5 | 4.6 | -34.7 | -8.2
